MEKK2wt PB1 HTS = raises or lowers MEK5 binding to wildtype human MEKK2 PB1 domain | binding response (% of control), % at 10 µM | AID 1531 | hit rate 1.1% among 290,000 | Q9Y2U5 | bead flow cytometry, Alexa488-MEK5 binding to MEKK2 WT; actives lie on both sides; in the data active means binding response below about 67% or above about 130%
MEKK2 mut-MEK5 = signal of MEK5 binding to mutant human MEKK2 PB1 domain; percent response, % at 10 µM; bead flow cytometry, Alexa488-MEK5 binding to MEKK2 mutant; hit rate 0.35% among 290,000; AID 1530; in the data active means percent response above about 24%, passing the limit was not always enough; further: inactives centre near 1; some results filed as inactive read as strong as hits
CRFBP-R2 block = blocks CRF-induced signaling of the CRF-BP/CRF-R2 complex. HEK293 CRF-R2/CRF-BP, CRF-induced calcium fluorescence. AID 588475. inhibition, % at 11.8 µM. hit rate 0.59% among 350,000;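 active means inhibition of the ligand-induced calcium signal above about 50% at the single tested concentration, limit read from the data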
GalR3 antag = human GalR3 antagonism | O60755 | HEK293 GalR3-CNG cAMP membrane potential fluorescence; galR3 body fused to GalR1 C-terminus | inhibition, % at 3 µM | hit rate 0.44% among 360,000 | AID 651719;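 active means inhibition above the screen-wide average plus 3 SD, cut at about 13% in these data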;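 further: forskolin and galanin both at EC90 stimulate the cells; cAMP rise reported by CNG channel membrane potential dye signal; 0% = forskolin plus galanin with DMSO and 100% = forskolin alone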
Target sequence (O60755 1-299 limits assumed): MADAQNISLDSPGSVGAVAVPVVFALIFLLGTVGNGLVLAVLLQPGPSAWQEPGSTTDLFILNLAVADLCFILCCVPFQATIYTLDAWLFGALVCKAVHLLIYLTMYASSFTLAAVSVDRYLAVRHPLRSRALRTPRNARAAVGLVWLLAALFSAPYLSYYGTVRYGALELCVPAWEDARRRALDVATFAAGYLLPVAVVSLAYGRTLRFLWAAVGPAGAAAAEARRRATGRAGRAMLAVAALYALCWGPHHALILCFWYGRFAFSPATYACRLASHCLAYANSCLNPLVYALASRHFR
FID counter = displaces DNA intercalator in HCV helicase counter-screen | DNA fluorescent intercalator displacement, fluorescence | inhibition, % at 7.9 µM | hit rate 0.17% among 290,000 | AID 1845; in the data active means inhibition above about 37%;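 further: 0% = vehicle and 100% = reference compound; higher means more ethidium bromide displaced from hairpin DNA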
CRFBP-R2 agonist = agonists of human CRF-binding protein/CRF-R2 receptor complex; hit rate 0.46% among 350,000; HEK293 CRF-R2/CRF-BP, calcium dye fluorescence (FLIPR); percent of saturating CRF peptide response; activation, % at 13.2 µM;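 active means activation of at least 50%, plus an integration ratio under a set limit after plate pattern correction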;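 further: plate controls were neutral control wells without compound for no effect and CRF at EC100 for full effect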
UBC9 SUMO inh = SUMOylation inhibition; P63279; HTRF SUMOylation assay, SAE1/SAE2 + UBC9, in vitro; inhibition, % at 35 µM; hit rate 0.36% among 290,000; AID 2006; in the data active means inhibition above about 50%, passing the limit was not always enough; further: strong numbers were not always called active
Target sequence (P63279 whole entry, looked up): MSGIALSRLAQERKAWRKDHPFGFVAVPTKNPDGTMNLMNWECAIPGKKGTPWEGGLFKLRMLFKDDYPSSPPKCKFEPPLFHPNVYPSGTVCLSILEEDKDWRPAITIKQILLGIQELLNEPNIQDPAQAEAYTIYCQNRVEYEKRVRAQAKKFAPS
NS3 helicase inh = HCV NS3 helicase inhibition; NS3 helicase DNA unwinding, Cy5 molecular beacon fluorescence; inhibition, % at 10.9 µM; hit rate 0.56% among 290,000; AID 1800;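 active means inhibition above the mean of all tested compounds plus 3 SD, set per campaign, cut at about 35% in these data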;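 further: 0% = DMSO wells and 100% = thioflavine S control wells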
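Material: hepatitis C virus NS3 helicase domain fragment enzyme; measured by: Cy5 fluorescence, 0 and 60 min reads; control set: DMSO and thioflavine S; incubation: 60 min unwinding reaction at 25 °C after ATP addition; read-out basis: % inhibition from 60/0 min fluorescence ratio, DMSO 0%, thioflavine S 100%; repeats: singlicate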
MEKK3 PB1 HTS = raises or lowers MEK5 binding to the human MEKK3 PB1 domain; Q99759; bead-based flow cytometry, Alexa488-MEK5 binding to MEKK3; actives lie on both sides; 0 = blocked by unlabeled MEK5, 100 = vehicle; binding response (% of control), % at 10 µM; hit rate 1.4% among 290,000; AID 1529;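 active means binding response more than 3 SD above or below the average of its plate-row segment, actives on both sides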;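 further: Alexa488 bead fluorescence after subtracting the streptavidin-only scavenger bead signal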
Target sequence (Q99759 whole entry, looked up, the tested form may be a part): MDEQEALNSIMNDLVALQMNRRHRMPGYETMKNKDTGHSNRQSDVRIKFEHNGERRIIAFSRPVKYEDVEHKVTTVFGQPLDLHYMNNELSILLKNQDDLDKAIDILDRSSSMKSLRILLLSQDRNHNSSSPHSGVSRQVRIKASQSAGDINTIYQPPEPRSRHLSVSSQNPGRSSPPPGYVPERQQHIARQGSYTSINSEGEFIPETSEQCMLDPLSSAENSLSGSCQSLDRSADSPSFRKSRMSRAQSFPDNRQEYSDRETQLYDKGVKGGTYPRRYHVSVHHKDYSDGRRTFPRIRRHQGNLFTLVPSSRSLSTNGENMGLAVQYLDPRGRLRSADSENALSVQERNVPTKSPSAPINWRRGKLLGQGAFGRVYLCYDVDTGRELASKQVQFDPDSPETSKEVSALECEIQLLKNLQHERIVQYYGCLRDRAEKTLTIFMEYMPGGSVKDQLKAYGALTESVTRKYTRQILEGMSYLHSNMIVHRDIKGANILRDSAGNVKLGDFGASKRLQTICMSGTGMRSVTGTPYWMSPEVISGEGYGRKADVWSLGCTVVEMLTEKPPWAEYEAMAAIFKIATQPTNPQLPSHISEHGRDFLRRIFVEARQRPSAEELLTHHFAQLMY
Active calls of the source: *; x = not tested or not shown; & = joins results of further samples; [ ] = another dose, or the depositor's remark.

SMILES	MEKK2wt PB1 HTS	MEKK2 mut-MEK5	CRFBP-R2 block	GalR3 antag	FID counter	CRFBP-R2 agonist	UBC9 SUMO inh	NS3 helicase inh	MEKK3 PB1 HTS
CCOC(=O)CSc1nc2ccccc2n1CC(=O)N1CCN(c2ccccc2)CC1	92	-5	3	x	-21	-0.9	2	-2	92
COC(=O)CC1C(=O)NCCN1C(=O)CSc1nnnn1-c1ccc(Cl)cc1 (stereo not drawn)	89	-17	15	-9	-6	-0.2	13	-6	95
CCCCC(CC)CNC(=O)C(=O)c1ccccc1NC(C)=O (stereo not drawn)	109	5	-12	3	-21	-0.6	1	-6	107
C[n+]1c(/C=C/c2ccc(O)cc2)ccc2ccccc21	107	7	-8	-11	19	5.8	6	-10	99
CCOC(=O)C1=C(C)NC(=O)NC1c1ccc2c(c1)OCO2 (stereo not drawn)	101	4	-14	7	-2	-0.1	20	-6	102
O=C(COc1ccc(-c2nnco2)cc1)NCc1ccccc1Cl	104	6	15	0	-7	0.6	-4	-11	101
CCSc1nc2ccccc2[nH]1	81&102	-15&2	4&4	-6&-10	-2&0	1.4&0.9	-1&24	-1&0	73&102
CCOC(=O)C1CCN(C(=O)Nc2ccc(OCc3ccccc3)cc2)CC1	98	-6	6	-5	-30	-2.4	12	-14	97
CCCN1C(=O)C(O)(CC(=O)c2ccc3c(c2)OCCO3)c2ccccc21 (stereo not drawn)	110	6	-3	-3	-16	0.6	3	-7	112
Nc1nc(N)nc(-c2ccccc2)n1	100	-1	18	-4	0	-1.4	8	-5	100
CC1(C)Cc2nc3oc4c(N(CCO)Cc5ccccc5)ncnc4c3cc2CO1	93	-6	0	-3	-20	-1.1	6	-5	92
C=CCc1ccccc1OCC(O)CN1CCN(C(=O)OCC)CC1 (stereo not drawn)	97	2	14	-6	-12	19	-32	-5	98
CC(=O)Nc1ccc(NC(=O)CS(=O)(=O)c2cn(CC(=O)N3CCCC3)c3ccccc23)cc1	104	5	-5	-2	-23	-0.5	5	9	100
COc1ccc(C(=O)NCC(=O)NC2=NCCS2)cc1	106	11	14	x	0	-0.2	2	-9	107
CCOC(=O)CCSc1nc(-c2ccc3c(c2)OCO3)cc(C(F)(F)F)c1C#N	100	4	-16	4	0	8.0	2	-4	106
CCn1c(=O)c(C(C)=O)c(O)c2ccccc21	110	9	-5	0	-4	-0.5	26	1	102
CN1/C(=C\C(=O)Nc2ccc(F)cc2)C(C)(C)c2ccccc21	102	1	-27	-3	-2	2.4	-19	-7	103
CCOc1ccc(CNC(=O)CCS(=O)(=O)c2ccc3c(c2)oc(=O)n3C)cc1	98	-3	1	1	-15	0.2	4	8	97
O=C(N/N=C/c1ccc(N2CCOCC2)cc1)c1ccccc1OCCOc1ccccc1	99	0	10	-7	-32	11	37	-2	108
O=C(COc1ccc(S(=O)(=O)N2CCOCC2)cc1)NC1CCCC1	106	4	27	-8	-8	0.3	-16	2	101
COCc1nnc(NS(=O)(=O)c2ccc(Br)cc2)s1	105	3	1	-2	-11	1.0	0	5	103
Cn1c(CCCOc2ccc(Cl)cc2Cl)nnc1SCC(=O)Nc1nccs1	107	6	-49	-1	-5	-3.7	-7	1	107
Cc1cccc(CC(C)NC(=O)c2oc3c(F)cccc3c2C)n1 (stereo not drawn)	102	-2	8	-8	-20	0.8	5	-1	93
COc1ccc(C#Cc2ccc3c(c2)c(=O)c2ccccc2n3C)cc1	79	-8	2	-5	2	2.1	12	-10	95
O=C(NCCc1nnc2ccc(NCc3cccnc3)nn12)c1ccccc1F	105	6	-1	8	-4	-0.5	6	9	106
CCCn1c(O)c(N=NC(=O)c2ccco2)c2ccccc21	96	0	19	-4	-13	-1.5	1	-7	99
O=C(CC1S/C(=N/N=C2CCCCCC2)NC1=O)Nc1ccccc1F (stereo not drawn)	97	-1	-12	0	-25	0.2	-4	-19	100
COc1ccc(NC(=O)CN2C(=O)C(C)Oc3ccccc32)cc1OC (stereo not drawn)	110	6	12	-9	-8	-0.3	7	4	108
Cc1ccc2c(c1)[nH]c1c(=O)n(Cc3ccco3)cnc12	93	-5	-11	-7	-3	84*	23	5	101
CC(C(=O)Nc1ccc(O)cc1C(=O)O)N1C(=O)/C(=C\c2cccs2)SC1=S (stereo not drawn)	103	3	9	-7	15	0.9	35	-7	105
O=c1ccc2ccc(OCCOc3cccc(Cl)c3)cc2o1	105	3	0	-5	-21	0.1	4	-3	101
CSCC[C@H](NC(=O)COc1cc2c(c3oc(=O)c(C)c(C)c13)CCC(C)(C)O2)C(=O)O	102	6	-9	-9	-12	0.2	33	15	101
COC(=O)c1ccc(NC(=O)CNC(=O)C2CCCCC2)c(C)c1	97	-7	-38	2	-1	0.2	2	-4	100
O=C(COC(=O)[C@@H]1CC(O)CN1S(=O)(=O)c1ccc2c(c1)OCCO2)Nc1ccccc1F (stereo partly drawn)	95	-2	8	-3	-9	-2.4	-2	-7	91
Cc1ccc(Cl)c(Nc2ccccc2C(=O)O)c1Cl	95&103	-5&2	30&30	-6&-1	-28	-0.1&-1.1	18	27	94&99
CCSc1ccccc1C(=O)N=C1NC(=O)CC2C(=O)NCCN12 (stereo not drawn)	94	-12	-10	-6	-7	0.1	0	-1	103
O=C(Nc1ncn[nH]1)C(F)(F)C(F)F	100	6	4	-3	1	-0.3	0	-8	102
O=C(COc1ccc2c3c(c(=O)oc2c1)CCC3)N1CCCCC1	99	-4	1	-6	-25	0.2	-3	2	101
CCc1c(C)c2ccc(OCC(=O)NCC3CCC(C(=O)O)CC3)cc2oc1=O (stereo not drawn)	100	3	8	-4	-41	-0.9	19	-10	102
CC1CCCN(CCOCCOc2ccc(Br)cc2Cl)C1 (stereo not drawn)	112	7	5	-2	14	0.5	8	-15	150*
COC(=O)c1sccc1NC(=O)/C=C/C(=O)O	97	-1	10	-6	6	-2.3	6	14	103
CCOC(=O)CC(=O)Nc1ccccc1C(=O)O	97	-6	5	0	0	0.6	-4	7	94
CCOC(=O)N1CCN(C(=O)/C(=C/c2cccs2)NC(=O)c2cccs2)CC1	89	-14	-4	-1	-30	-0.5	-7	1	101
COC(=O)c1ccc2nc(-c3ccc4c(c3)OCO4)cn2c1	94	-3	-7	-3	-4	-1.8	11	8	100
Cc1nnc(SCCC#N)n(CCC#N)c1=O	88	-9	4	-4	-1	1.9	-3	0	85
COC(=O)c1ccc(/C=N/NC(=O)c2ccccc2Cl)cc1	85	-4	-1	0	-12	-3.5	-14	3	95
CCCCCc1nc(N)c(C#N)c(-c2ccco2)c1CCCC	95	0	-13	-1	-2	1.0	7	-4	95
COc1nonc1NCn1nc(C)cc1C	113	10	-4	8	-7	-1.0	1	2	105
COc1cccc2c(=O)c(C/C=C(/C)Cl)c(C)[nH]c12	88	-8	3	3	-3	-1.3	-3	-1	79*[inhibitor]
CCS(=O)(=O)c1ccccc1C(=O)NC1CCCc2ccccc21 (stereo not drawn)	104	-2	4	-5	-10	-0.1	25	2	101
O=C1CC(Sc2ncn[nH]2)C(=O)N1c1ccccc1 (stereo not drawn)	113	3	17	-6	-13	-0.8	30	-4	109
COc1ccccc1NCCC(=O)OCC(=O)NC1CCCCCC1	94	-1	0	-4	-27	-0.7	-9	1	80
CCCCCCn1c2c(c(=N)c3c1CCC3)CCC2	98	-2	10	35*	6	6.0	8	-6	98
CC(C)/C=C/CN1CCCC(N2CCN(c3cccc(Cl)c3)CC2)C1 (stereo not drawn)	114	10	-23	-1	10	2.3	1	-18	99
CCOC(=O)C1(Cc2ccccc2Cl)CCN(C(=O)CN2CCOC2=O)CC1	103	9	-3	-2	-19	-0.4	19	-4	102
Cc1cccc2cc(CN(CCN3CCCC3)C(=O)NC3CCCCC3)c(=O)[nH]c12	112	9	-28	-1	6	-0.9	17	-13	98
O=C(CC1COc2ccccc2O1)NCCc1ccccc1 (stereo not drawn)	96	-6	-2	-4	-17	-0.4	-17	8	92
CCC(=O)Nc1cc(SCCO)cc([N+](=O)[O-])c1	109	6	-1	-7	2	-0.9	5	19	108
CSc1ccc(Cl)c(C(=O)NC2CCCC2)c1	99	2	-8	-4	-3	1.3	14	-4	104
C(=N\Nc1nc2ccccc2s1)/c1ccco1	98	-1	-7	1	-1	-1.0	30	5	101

Filtered by structure: the compounds so far containing bromine
SMILES	MEKK2wt PB1 HTS	MEKK2 mut-MEK5	CRFBP-R2 block	GalR3 antag	FID counter	CRFBP-R2 agonist	UBC9 SUMO inh	NS3 helicase inh	MEKK3 PB1 HTS
COCc1nnc(NS(=O)(=O)c2ccc(Br)cc2)s1	105	3	1	-2	-11	1.0	0	5	103
CC1CCCN(CCOCCOc2ccc(Br)cc2Cl)C1 (stereo not drawn)	112	7	5	-2	14	0.5	8	-15	150*

New compounds follow:
SMILES	MEKK2wt PB1 HTS	MEKK2 mut-MEK5	CRFBP-R2 block	GalR3 antag	FID counter	CRFBP-R2 agonist	UBC9 SUMO inh	NS3 helicase inh	MEKK3 PB1 HTS
Cc1ccc(C(=O)c2c[nH]c(C(=O)NCc3cccnc3)c2)cc1	100	-3	3	-7	-8	-0.6	6	-4	98
O=C(NCCCc1ccccc1)c1cnc2n(c1=O)CCS2	105	2	-17	-6	-9	5.8	-10	8	101
COc1ccc(NC(=S)N(CCc2c(C)[nH]c3ccccc23)Cc2ccco2)cc1	105	-3	-4	-1	-7	-2.4	-8	-16	103
CCOc1ccccc1NC(=S)N1CCN(c2ccc(O)cc2)CC1	101	3	-4	-10	-6	-1.6	8	-9	99
N#Cc1c(NC(=O)c2ccccc2)sc2c1CCCCC2	98	1	-17	0	-4	0.6	29	1	106
CC(=O)Oc1ccc(/C=N/NC(=S)Nc2ccccc2)cc1	101	-1	17	-8	-12	7.0	-21	-6	104
COc1cc(CNCCc2c[nH]c3ccccc23)cc(Cl)c1OCC(N)=O	113	-8	-5	-10	8	0.5	28	-21	90
O=C(O)c1cc(O)c2c(c1)C(=O)c1cc(O)cc(O)c1C2=O	100	-6	8	-3	-22	-0.5	16	35	100
O=C(CN1C(=O)NC2(CCCC2)C1=O)Nc1ccc(F)c(Cl)c1	98	-4	-10	-8	1	1.5	0	-5	97
CSc1ncccc1C(=O)OCC(=O)N(C)C1CCS(=O)(=O)C1 (stereo not drawn)	99	-2	-37	-1	1	0.4	6	0	100
COc1ccccc1NC(=O)/C=C1\SCC(=O)N1C	99	2	-13	-7	-5	-0.3	18	-5	101
Cc1ccc(Nc2nnc(-c3ccc(N4CCOCC4)c([N+](=O)[O-])c3)c3ccccc23)cc1	92	-1	-11	-6	-1	-1.3	4	-4	101
O=C(O)c1ccccc1-c1nc2ccccc2c(=O)[nH]1	114	5	8	-1	-2	0.9	-6	-2	110
O=C(C1CCCCC1)N1CCC(c2nc3ccccc3[nH]2)CC1	99	0	-13	-5	-11	1.6	12	-3	101
Cn1ccnc1-c1nnn(-c2ccc(F)cc2)n1	97	0	1	-4	x	0.1	x	x	95

Three compounds already listed, ordered by molecular weight, low to high.
SMILES	MEKK2wt PB1 HTS	MEKK2 mut-MEK5	CRFBP-R2 block	GalR3 antag	FID counter	CRFBP-R2 agonist	UBC9 SUMO inh	NS3 helicase inh	MEKK3 PB1 HTS
O=C(NCCCc1ccccc1)c1cnc2n(c1=O)CCS2	105	2	-17	-6	-9	5.8	-10	8	101
COc1ccc(NC(=S)N(CCc2c(C)[nH]c3ccccc23)Cc2ccco2)cc1	105	-3	-4	-1	-7	-2.4	-8	-16	103
Cc1ccc(Nc2nnc(-c3ccc(N4CCOCC4)c([N+](=O)[O-])c3)c3ccccc23)cc1	92	-1	-11	-6	-1	-1.3	4	-4	101

An excerpt. The share of hits here may be higher or lower than overall.
